High-throughput results as filed in PubChem.
NF-kB expr up: raises NF-kB expression in human neuronal cells | NF-kB reporter expression; active compounds read high | fold change at 12.5 µM | 190,000 compounds, 1.6% hits; in the data active = fold change above about 3.3
STAT3 act: STAT3 signaling activation; U3A cells, IL-6 STAT3-luciferase reporter, luminescence; 100% = signal with IL-6 EC80 alone; activation (% of control), % at 5.6 µM; 190,000 compounds, 0.91% hits;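 active = activation above the screen-wide mean of compound activation plus 3 SD, cut at about 130% in these data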;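 also: 0% = background luminescence of wells with medium and substrate only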
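Material: STAT3-luciferase reporter U3A cells; Probe or stimulus: IL-6 (33 ng/mL); Incubation: compound pre-incubation 1 h before IL-6, then 6 h stimulation at 37 °C; Technique: luminescence from STAT3-driven luciferase reporter; Evaluation: % activation versus median of IL-6-stimulated wells; Controls: IL-6-only high control.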
RAM inhibit: blocks the yeast RAM network; AID 868; 190,000 compounds, 1.8% hits; S. cerevisiae dse1pr::URA3 reporter, 5-FOA growth OD615, 2 d; analog-sensitive cbk1-as2 kinase mutant strain; inhibition, % at 50 µM;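 active = inhibition above a set limit, 3 SD over mean compound inhibition, cut at about 8.4% in these data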;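 also: 0% = DMSO-only wells with no growth and 100% = 10 µM 1-NA-PP1 full growth; inhibition rescues growth on 5-FOA so higher OD means more RAM inhibition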
Hsp70 act: transcriptional activators of Hsp70. HeLa Hsp70 promoter luciferase reporter, luminescence; scaled: vehicle 0, proteasome-inhibitor control 100%. activation, % at 10 µM. 200,000 compounds, 0.04% hits. AID 1203;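 active = activation above the mean across all tested compounds plus 3 SD, cutoff set per campaign, cut at about 5.5% in these data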;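 also: 100% = MG132 at 30 µM as the positive control and 0% = DMSO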
APP 5UTR inh: APP translation inhibition; SH-SY5Y APP 5'UTR-luciferase reporter, luminescence; inhibition, % at 2 µM; 190,000 compounds, 0.82% hits; AID 1285;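 active = inhibition above a set limit, derived from the sample mean plus 3 SD, cut at about 45% in these data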; also: values of inactives mirror those of a sister screen read the other way
APP 5'UTR act: activates APP 5'UTR luciferase reporter | SH-SY5Y APP 5'UTR luciferase reporter, luminescence; zero percent = DMSO vehicle wells | activation, % at 2 µM | 190,000 compounds, 1% hits;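 active = activation above a set limit, based on mean plus 3 SD of controls, cut at about 140% in these data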; also: values of inactives mirror those of a sister screen read the other way
FLuc inhib CS: Photinus pyralis luciferase inhibition counter-screen; ATPLite firefly luciferase biochemical luminescence, 10 min; P08659; inhibition, % at 10 µM; 200,000 compounds, 1.5% hits;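 active = inhibition above about 50% when tested at 10 µM, limit read from the data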
Target sequence (P08659 whole entry, looked up): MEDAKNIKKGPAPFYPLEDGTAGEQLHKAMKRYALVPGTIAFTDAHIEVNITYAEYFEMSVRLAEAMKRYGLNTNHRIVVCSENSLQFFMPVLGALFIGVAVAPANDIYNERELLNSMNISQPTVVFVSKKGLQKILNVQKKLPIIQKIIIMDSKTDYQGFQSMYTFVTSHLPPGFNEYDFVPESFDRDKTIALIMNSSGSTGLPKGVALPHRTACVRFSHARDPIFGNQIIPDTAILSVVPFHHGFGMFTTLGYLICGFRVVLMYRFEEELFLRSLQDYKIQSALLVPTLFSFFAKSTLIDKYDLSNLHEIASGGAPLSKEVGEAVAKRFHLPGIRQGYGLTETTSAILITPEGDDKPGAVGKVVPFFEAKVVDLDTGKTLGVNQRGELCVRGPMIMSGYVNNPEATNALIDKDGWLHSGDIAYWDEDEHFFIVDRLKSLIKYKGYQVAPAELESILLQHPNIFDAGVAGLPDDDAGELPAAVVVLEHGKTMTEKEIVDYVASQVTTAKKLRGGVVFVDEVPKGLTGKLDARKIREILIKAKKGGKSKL
STAT1 activator: activators of IFN-gamma induced STAT1 signaling; 200,000 compounds, 2.6% hits; NIH 3T3 STAT1-luciferase reporter, luminescence; 100% = IFN-gamma alone, no compound; activation (% of control), % at 5.5 µM; AID 932;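 active = activation above the screen-wide mean activation plus 3 SD, cut at about 130% in these data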;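 also: raw ratio to IFN-gamma control signal so 100% means no change and 0% no light; values of inactives mirror those of a sister screen read the other way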
STAT1 blocker: inhibitors of IFN-gamma induced STAT1 signaling; NIH 3T3 STAT1-luciferase reporter, luminescence; 200,000 compounds, 0.35% hits; inhibition, % at 5.5 µM;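 active = inhibition above a set limit, the mean inhibition across all tested compounds plus 3 SD, cut at about 34% in these data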;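 also: 0% = IFN-gamma with DMSO and 100% = IFN-gamma with 300 µM nifuroxazide; values of inactives mirror those of a sister screen read the other way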
STAT3 blocker: STAT3 signaling inhibition | inhibition, % at 5.5 µM | 190,000 compounds, 0.89% hits | AID 862 | U3A cells, IL-6 STAT3-luciferase reporter, luminescence; host cell line lacks STAT1;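 active = inhibition above the mean inhibition across all screened compounds plus 3 SD, cut at about 44% in these data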;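 also: 0% = DMSO only wells and 100% = 100 µM nifuroxazide control wells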
* = called active by the depositor; . = not tested or not shown. Compounds were not picked by outcome; 7.7% or so of the library scored in one or more.

SMILES | NF-kB expr up | STAT3 act | RAM inhibit | Hsp70 act | APP 5UTR inh | APP 5'UTR act | FLuc inhib CS | STAT1 activator | STAT1 blocker | STAT3 blocker
O=C(NC(=S)NCc1ccc(-c2nc3ccccc3s2)cc1)c1ccco1 | 2.9 | 88 | 4.3 | -0.2 | -103 | 103 | -1 | 113 | -15 | 10
O=C(COc1cccc2cccnc12)Nc1ccccc1 | 2 | 87 | 1.3 | 0.2 | -11 | 11 | 26 | 128 | -31 | 16
CCCNC(=O)c1[nH]c(C)c(C(=O)OCC)c1C | 1.1 | 98 | 0.0 | -0.1 | -2 | 2 | -6 | 100 | -1 | 4
O=C(Nc1ccon1)c1ccc(S(=O)(=O)N2CCOCC2)cc1 | 1.2 | 96 | 0.8 | 0.3 | 11 | -11 | -4 | 98 | 2 | 15
Fc1ccc(C2CC(c3ccc(F)cc3)n3ncnc3N2)cc1 (stereo unspecified) | 1.4 | 94 | -0.9 | -0.2 | 4 | -4 | -2 | 104 | -4 | 9
CCOC(=O)c1cnc(SC2CC(=O)N(c3ccccc3)C2=O)nc1N (stereo unspecified) | 0.96 | 95 | 2.4 | -0.1 | -13 | 13 | -4 | 86 | 16 | 9
Cc1cc(NC(=O)COC(=O)CSCc2ccc(Cl)c(Cl)c2)no1 | 0.96 | 100 | 5.1 | -0.4 | -1 | 1 | -3 | 102 | -2 | 10
Cc1cccc(NC(=O)C(c2ccccc2Cl)N2CCOCC2)c1 (stereo unspecified) | 1 | 97 | 1.1 | -0.2 | -8 | 8 | -4 | 97 | 2 | 7
CCN(CC)CCN1C(=O)C(=O)/C(=C(/O)c2ccc(OC)cc2)C1c1ccco1 (stereo unspecified) | 1.4 | 100 | -0.9 | -0.2 | -3 | 3 | 1 | 112 | -13 | 4
O=C(Nc1ncc(Cc2ccccc2Cl)s1)c1ccc(-c2cccc([N+](=O)[O-])c2)o1 | 1.2 | 89 | 4.7 | -0.3 | 6 | -6 | -5 | 102 | -2 | 15
O=C(CCn1nc(-c2ccccc2)c2ccccc2c1=O)NCC1CCCO1 (stereo unspecified) | 0.95 | 100 | 0.9 | -0.3 | 2 | -2 | 0 | 98 | 2 | 2
CS(=O)(=O)N1CCCC(c2nc(-c3ccc(S(=O)(=O)NCc4ccccc4)cc3)no2)C1 (stereo unspecified) | 0.69 | 47 | 3.4 | -0.4 | -2 | 3 | -4 | 86 | 14 | 66*
CCOc1ccc(NC(=O)CNC(=O)c2ccc(OC)cc2)cc1 | 1.2 | 98 | 0.5 | -0.2 | -5 | 5 | -6 | 95 | 6 | 11
COc1ccc(-c2c(NC(=O)c3ccco3)n(C)c3ccccc3c2=O)cc1 | 1.2 | 102 | 2.3 | -0.2 | -3 | 3 | -4 | 102 | -2 | -2
CC(C)(C)NC(=O)CN(C(=O)CS(=O)CC(=O)Nc1ccc(F)cc1)c1ccc(F)c(Cl)c1 (stereo unspecified) | 0.95 | 106 | 1.8 | -0.1 | -12 | 12 | -6 | 109 | -10 | -4

The last 3 compounds of the part before are carried over, then new ones follow.
SMILES | NF-kB expr up | STAT3 act | RAM inhibit | Hsp70 act | APP 5UTR inh | APP 5'UTR act | FLuc inhib CS | STAT1 activator | STAT1 blocker | STAT3 blocker
CCOc1ccc(NC(=O)CNC(=O)c2ccc(OC)cc2)cc1 | 1.2 | 98 | 0.5 | -0.2 | -5 | 5 | -6 | 95 | 6 | 11
COc1ccc(-c2c(NC(=O)c3ccco3)n(C)c3ccccc3c2=O)cc1 | 1.2 | 102 | 2.3 | -0.2 | -3 | 3 | -4 | 102 | -2 | -2
CC(C)(C)NC(=O)CN(C(=O)CS(=O)CC(=O)Nc1ccc(F)cc1)c1ccc(F)c(Cl)c1 (stereo unspecified) | 0.95 | 106 | 1.8 | -0.1 | -12 | 12 | -6 | 109 | -10 | -4
CCOc1cc(C=C(C#N)C#N)ccc1Oc1ccc([N+](=O)[O-])cn1 | 0.9 | 106 | 2.8 | 0.1 | 13 | -13 | -4 | 90 | 9 | -2
Cc1cc2oc(C(=O)N(Cc3ccccc3)C3CCS(=O)(=O)C3)cc(=O)c2cc1Cl (stereo unspecified) | 1 | 92 | 3.1 | -0.3 | -8 | 8 | -4 | 90 | 5 | 10
O=C(Nc1ccc(F)cc1)C1CCN(c2nnnn2-c2ccccc2)CC1 | 1 | 82 | 0.4 | -0.3 | -11 | 11 | -2 | 97 | 3 | 30
NC(=O)c1c[nH]c2ccccc12 | 1.1 | 118 | 0.3 | -0.1 | -4 | 4 | -2 | 101 | -2 | -20
Cc1cc(NC(=O)CCCC(=O)N(CC(=O)NCCc2ccccc2)Cc2ccc(F)cc2)no1 | 1.1 | 102 | 2.6 | -0.4 | -5 | 5 | -12 | 106 | -7 | 8
COc1cccc2c1OC1(C)CC2NC(=O)N1c1cccc(C(=O)Nc2ccc3c(c2)OCCO3)c1 (stereo unspecified) | 0.43 | 94 | 0.7 | 0.2 | -18 | 18 | -6 | 91 | 10 | 12
CCC(C)c1ccc(-c2cc(C(=O)OCC(=O)Nc3cc(C)on3)c3ccccc3n2)cc1 (stereo unspecified) | 1.1 | 83 | 4.9 | -0.4 | -12 | 12 | 18 | 107 | -9 | 20
CCN1CCN(CCOc2ccccc2OCc2ccccc2)CC1 | 1 | 95 | -0.7 | 0.0 | -3 | 3 | -4 | 102 | -4 | 9
O=C(c1cccnc1)N1CCN(Cc2cccc(Br)c2)CC1 | 1.4 | 99 | -0.5 | -0.6 | -4 | 4 | -4 | 101 | -2 | 0
Cc1ccccc1-c1nnc(-c2ccc(Cl)cc2)o1 | 4.1* | 109 | 1.4 | -0.1 | 7 | -7 | 15 | 138* | -49 | -11
Cc1nn(C)c(C(=O)N/N=C/c2ccccc2)c1[N+](=O)[O-] | 0.89 | 104 | 0.1 | 1.1 | 12 | -12 | -1 | 107 | -7 | -1
N#Cc1ccc(COC(=O)Cn2nnc(-c3ccccc3)n2)cc1 | 1.2 | 104 | 5.6 | 0.2 | -3 | 3 | -2 | 106 | -7 | 0
O=C(c1ccco1)N1CCN(C2CC(=O)N(c3ccc4c(c3)OCO4)C2=O)CC1 (stereo unspecified) | 0.97 | 101 | 0.3 | 0.1 | 14 | -14 | -8 | 106 | -6 | 1
Cc1ccc(-n2c(Cc3ccccc3)nnc2SCC(=O)NNC(=O)Cc2ccccc2)cc1 | 1.1 | 101 | 1.4 | -0.1 | 6 | -6 | -3 | 100 | 0 | 10
O=C(CCC(NC(=O)OCc1ccccc1)C(=O)OCc1ccccc1)NCC(=O)OCc1ccccc1 (stereo unspecified) | 0.58 | 100 | 8.8* | -0.3 | -6 | 7 | -6 | 98 | 2 | 0
COc1ccc(/C=N/NC(=O)C2CCN(c3ncc(C(F)(F)F)cc3Cl)CC2)cc1 | 1.1 | 101 | 4.3 | -0.2 | -21 | 21 | -10 | 99 | 1 | 4
CC(=C\c1ccccc1)/C=C1/SC(=S)N(CCC(=O)Nc2ccccn2)C1=O | 1.7 | 111 | 3.6 | -0.2 | 2 | -2 | -5 | 100 | -1 | -12
O=C1NC(c2ccccc2)(C(F)(F)F)SC2=CCCCCN12 (stereo unspecified) | 0.98 | 105 | 0.6 | 0.3 | 23 | -23 | -3 | 109 | -8 | 1
Cc1ccc(OCCN2C(=O)c3ccccc3C2=O)cc1 | 1.4 | 85 | 0.3 | 0.3 | . | . | 3 | 110 | -11 | 24
O=c1cc(N2CCN(Cc3ccccc3)CC2)c(-c2ccccc2)n[nH]1 | 0.86 | 98 | 1.9 | -0.5 | -11 | 11 | -7 | 96 | 5 | 6
O=C(Nc1ccccc1Cl)NC1(C(=O)NCCCN2CCOCC2)CCCCC1 | 1 | 97 | 0.9 | -0.1 | -4 | 5 | -5 | 95 | 5 | 7
CCOC(=O)C1CCN(S(=O)(=O)c2ccc(C(C)=O)cc2)CC1 | 1.2 | 92 | 1.1 | -0.3 | 2 | -2 | -2 | 99 | 4 | 13
O=C(CCc1nc2ccccc2c(=O)[nH]1)OCc1cccc(C(F)(F)F)c1 | 1.2 | 100 | 2.5 | -0.4 | 8 | -8 | -5 | 99 | 1 | 2
CCCNC(=O)Nc1ccc2c(c1)N(C)C(=O)c1ccccc1S2 | 0.91 | 97 | 4.7 | -0.3 | -14 | 14 | 0 | 101 | -1 | 9
Clc1ncccc1-c1nc2ccccc2s1 | 1.8 | 100 | 1.4 | 0.1 | -30 | 30 | 22 | 124 | -26 | 2
CC(=O)c1ccc(N(C(=O)CNC(=O)c2ccco2)C(C(=O)NCC2CCCO2)c2ccccc2)cc1 (stereo unspecified) | 1.4 | 98 | 0.2 | 0.0 | 11 | -11 | -6 | 97 | 2 | 5
Cc1cccc(C)c1NC(=O)CSc1nnc(Cc2ccccc2)o1 | 1 | 101 | 0.5 | -0.3 | 12 | -12 | -1 | 107 | -2 | 3
Cn1c(SCc2c(Cl)cccc2Cl)nnc1-c1cccs1 | 1.1 | 84 | 0.0 | -0.2 | -19 | 19 | 6 | 108 | -8 | 28
CCOC(=O)c1sc2nc(NC(=O)C(C)(C)C)sc2c1C | 0.9 | 97 | 7.1 | 0.3 | -126 | 126 | 18 | 157* | -63 | 9
Cc1ccc(-c2n[nH]c(=S)n2/N=C/c2ccc(C)s2)cc1 | 1.1 | 110 | 0.3 | -0.2 | -6 | 6 | -8 | 99 | 1 | 0
COc1ccc(/C=N\NC(=O)c2cc(OCC(F)(F)F)ccc2OCC(F)(F)F)cc1 | 1.1 | 93 | 3.9 | -0.4 | . | . | -1 | 104 | -5 | 15
CC/C(=N/Nc1cccc(C)c1)c1cnnc(SC)n1 | 1.2 | 91 | 5.9 | -0.3 | 3 | -3 | -7 | 99 | 1 | 14
CSc1nc(-c2ccccc2)nc(SC)c1C(C)=O | 1.2 | 87 | 6.9 | -0.2 | 17 | -17 | -4 | 101 | -2 | 17
COc1ccc(CSc2nnnn2C)cc1F | 1.2 | 99 | 1.5 | 0.2 | -1 | 1 | -3 | 102 | -2 | 7
Cc1cc(N2CCCC2)nc2ccc(NC(=S)NCCCOC(C)C)cc12 | 2.2 | 103 | 0.2 | -0.2 | -5 | 5 | -6 | 106 | -9 | -1
N/C(=N\OC(=O)COc1ccc(Br)cc1Cl)c1cccnc1 | 1.6 | 116 | 2.4 | 0.2 | -62 | 62 | 32 | 127 | -31 | -13
CCN(c1ccccc1)c1cc(C)nc2ncnn12 | 1 | 97 | 1.1 | -0.3 | 18 | -18 | 0 | 98 | 3 | 4
O=c1c2cc3c(cc2[nH]c(=S)n1Cc1ccco1)OCO3 | 1.2 | 95 | 1.8 | -0.5 | -5 | 5 | -8 | 99 | 1 | 12
CCOC(=O)CSc1nnc(-c2c[nH]c3ccccc23)n1CC | 1.1 | 105 | 0.9 | -0.1 | . | . | -2 | 110 | -11 | 3
Cc1cnc(C(=O)OCc2ccc(COC(=O)c3cnc(C)cn3)cc2)cn1 | 1.1 | 97 | 0.5 | -0.5 | -2 | 2 | -1 | 103 | -6 | 5
CCc1ccc(N(CC(=O)Nc2ccc(NC(C)=O)cc2)S(=O)(=O)c2ccccc2)cc1 | 0.97 | 91 | 5.6 | -0.2 | 11 | -11 | -2 | 104 | -5 | 14
